12-LOX inh: Primary qHTS assay for inhibitors of human arachidonate 12S-lipoxygenase (ALOX12): Round 2 | Polyunsaturated fatty acid lipoxygenase ALOX12 (Homo sapiens), P18054 | purified 12hLO, xylenol orange hydroperoxide absorbance | Potency, µM (doses to about 108 µM), without a hit: at the highest dose activity change, negative = inhibition, actives largely listed as inhibitors | 580,000 tested, 1.1% active; active = well fitted inhibition curve with a large enough effect; inconclusive = small, poorly fitted or top-dose-only effect, or another doubt; inactive = no such curve, though single readings can be large or run the other way
Target sequence (P18054 whole entry, looked up): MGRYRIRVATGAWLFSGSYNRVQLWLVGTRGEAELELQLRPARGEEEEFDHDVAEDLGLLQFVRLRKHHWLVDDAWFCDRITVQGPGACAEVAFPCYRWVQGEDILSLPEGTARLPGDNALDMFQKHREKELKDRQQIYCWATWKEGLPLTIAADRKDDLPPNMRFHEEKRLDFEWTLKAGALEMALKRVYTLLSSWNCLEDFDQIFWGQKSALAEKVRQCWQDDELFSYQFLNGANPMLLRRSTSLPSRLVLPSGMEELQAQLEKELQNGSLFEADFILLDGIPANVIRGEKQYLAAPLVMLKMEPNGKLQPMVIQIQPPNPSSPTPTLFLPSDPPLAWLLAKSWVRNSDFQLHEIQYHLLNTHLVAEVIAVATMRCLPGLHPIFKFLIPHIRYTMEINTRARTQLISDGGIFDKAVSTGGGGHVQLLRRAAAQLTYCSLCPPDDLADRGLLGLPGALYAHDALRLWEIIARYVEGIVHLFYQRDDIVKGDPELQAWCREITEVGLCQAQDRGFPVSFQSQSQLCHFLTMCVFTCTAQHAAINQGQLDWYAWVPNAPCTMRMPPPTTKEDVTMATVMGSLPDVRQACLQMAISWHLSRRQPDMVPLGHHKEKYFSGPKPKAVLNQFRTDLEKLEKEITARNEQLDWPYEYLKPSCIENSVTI
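Purified human 12hLO at 150 nM in 25 mM Hepes, 0.01% Triton X-100, pH 7.0, preincubated 15 min at room temperature with compound. Reaction started with 40 uM arachidonic acid, 30 min at room temperature. Hydroperoxide measured by Fe-xylenol orange, 573/405 nm absorbance ratio.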
* marks the source's active call; other numbers are inactive results; ? = inconclusive; [ ] = remark or other dose. % is set by controls: 0 for no effect and ±100 for the full control effect; potency is the fitted concentration of half-maximal effect. Not all compounds are listed; count on the stated rates, not on these rows.

12-LOX inh	compound
36%[activator]	NC1(C(=O)N2CCC(c3nnc(Cn4ccnc4)n3C3CC3)CC2)CC1
0%[176 µM]	O=C1c2cnc(-c3ccncc3)nc2OCCN1Cc1ccc(F)cc1F
35%[activator]	CCN(CC(C)(C)C)C(=O)CC1COc2ccc(C(=O)N(C)C)cc2N1C (centres undefined)
38%	CCCn1ccc2sc(C)c(C(=O)NCc3ccccc3OCC)c2c1=O
2%	COCC(=O)N1CC[C@]2(O)CCN(C(=O)c3ccc(C(C)=O)s3)C[C@@H]2C1
52%[activator]	NC(=O)[C@@H]1CN(C(=O)c2ccccc2)C[C@H]1COc1ccccc1
22%	CCN1c2cc(C(=O)Nc3ccc(OC(F)(F)F)cc3)ccc2C(=O)N2CCCCCC21 (centres undefined)
33%[activator]	COc1cccc(C(=O)N2CCC(C(NC(=O)c3ccc(F)cc3)C(=O)N3CCCC3)CC2)c1 (centres undefined)
36%[activator]	CC(C)CNC(=O)N1CC(n2cc(C(=O)NCc3ccncc3)nn2)C1
?	CCc1ccccc1NC(=O)Nc1cccc(-c2ccc(N3CCOCC3)nn2)c1
-10%[176 µM]	CC1=C[C@@H](CO)[C@H](C(C)C)C[C@H]1Cc1nnc(Cc2c[nH]c3ccccc23)o1
8%	Cc1nc(-c2cccc(S(=O)(=O)N3C[C@@H](N)C[C@H]3C(=O)NC(C)C)c2)no1
7%	CCc1cccc(NC(=O)CN2C=C(C(=O)OC)C(C)=NS2(=O)=O)c1
23%[176 µM]	CC1(C(=O)NCCOc2ccccc2)CCCc2cnc(Nc3cccnc3)nc21 (centres undefined)
-9%	C[C@@H]1CN(c2ccc(N3CCN(C(=O)OC(C)(C)C)C[C@@H]3C)cc2C#N)CCN1Cc1ccccc1
24%	CCN1C(=O)CCN(C(=O)Cc2cccc(OC)c2)CC12CCOCC2
9%	CCn1ncc(N2CCC(NC(=O)c3cccc(OC)c3)CC2)cc1=O
4%	O=C(c1cc2c(s1)CCCC2)N1CCC2(CC1)OCCCC2O (centres undefined)
48%[activator][176 µM]	COC(=O)[C@@H]1Cc2ncn(Cc3ccc(Cl)cc3)c2CN1Cc1cccnc1
13%	O=C(Cn1cccc1-c1nc(-c2ccc(F)cc2)no1)Nc1ccc2c(c1)OCO2
102%[activator][176 µM]	Cc1ccc(-c2nnc([C@H]3CCN(C(C)C)C3)o2)cc1
3%[176 µM]	CC(=O)c1ccccc1O
?	COc1ccc(CN2CCC3(C2)C(=NC2CCCC2)NC(=O)N3c2cccnc2)cc1 (centres undefined)
-16%	Cn1cccc1CN1CCC2(CC1)CC(=O)N(c1ccccc1)c1ccccc1O2

Already shown: entries from further up.
12-LOX inh	compound
3%[176 µM]	CC(=O)c1ccccc1O
?	COc1ccc(CN2CCC3(C2)C(=NC2CCCC2)NC(=O)N3c2cccnc2)cc1 (centres undefined)
-16%	Cn1cccc1CN1CCC2(CC1)CC(=O)N(c1ccccc1)c1ccccc1O2

Following part.
12-LOX inh	compound
-16%[176 µM]	O=C1OCC2(CCN(Cc3ccc(Cl)cc3)C2)N1CCN1CCOCC1 (centres undefined)
68%[activator]	COc1ccc2c(C)c(C(=O)N3CCCOC(Cn4cccn4)C3)oc2c1 (centres undefined)
-24%	O=C(c1ccc2cc[nH]c2c1)N1CCC2(CC1)CC(Cc1cccc(F)c1)CCO2 (centres undefined)
-12%	O=C(Nc1ccc(Oc2ccccc2)cc1)N[C@H]1CO[C@H]2[C@@H]1OC[C@@H]2Nc1nccc(-c2cccc(F)c2)n1
38%	CCOc1ccc2c(n1)CCN(C(=O)c1ccc(OC)nc1)C2
25%	CN1C(=O)c2cccn2CC1C(=O)NC1CC1 (centres undefined)
8%	COC1CN(c2cccc(F)c2)C12CCN(C(=O)C1CCC1)CC2 (centres undefined)
6%	CC(C)Cc1nc2nccc(-c3ccc4c(c3)OCCCO4)n2n1
27%	CCOc1ccccc1C(=O)NCc1nnc2ccc(-c3ccccc3)nn12
?	O=C(Nc1ccc(Oc2ccccc2)cc1)O[C@@H]1CO[C@H]2[C@@H]1OC[C@@H]2NC(=S)Nc1cccc2ccccc12
40%[activator]	CN1CC(=O)N(C2CCCNC2)Cc2c(NCCCN3CCCCC3)ncnc21 (centres undefined)
28%[176 µM]	CC1=C[C@@H](CN2CCC(C)CC2)[C@H](C(C)C)C[C@H]1Cc1nnc(-c2cccnc2)o1
11%	Cc1noc(C)c1CCC(=O)NC1CCc2nn(CC3CC3)c(=O)n2CC1 (centres undefined)
?	Cc1ccc(NC(=O)Cn2c(=O)n(-c3ccc(F)cc3)c(=O)c3c2cc(C)n3C)c(C)c1
27%	CCN(CC)C(=O)CCc1ccc2c(c1)CN(C(=O)NC(C)C)CCO2
67%[activator]	O=C(N[C@@H]1CN(C(=O)COc2ccc(F)cc2)CC[C@@H]1CO)C1CC1
39%[activator]	COC[C@@H]1CN(C(=O)c2ccoc2)C[C@H]1c1ccccn1
17%	Fc1ccc(Cc2nc3nccc(-c4cc5ccccc5o4)n3n2)cc1
21%	CNC(=O)N1CCC(Oc2ccccc2-c2nc(C3CC3)no2)C1 (centres undefined)
-23%[176 µM]	Cc1nc(CN2CC3(CCN(C)C3)c3cc(C(=O)Nc4ccccc4)ccc32)cs1 (centres undefined)
52%[activator]	O=C(c1ccc(C(F)(F)F)cc1)N1CCn2c(nn(-c3cccc(Cl)c3)c2=O)C1
20%	Cc1ccc(C)c(CNC(=O)CCc2conc2-c2cccc(F)c2)c1
3%	Cc1cccc(CNC(=O)CCC2CCN(S(=O)(=O)c3ccccc3)CC2)c1
-14%	O=C(NCCC1CCN(C(=O)Nc2ccccc2F)CC1)c1cccs1
35%	COc1ccc(-c2ccnc3nc(C4CCC4)nn23)c(F)c1
3%[176 µM]	CCCN1CCc2nc(C(=O)Nc3nc(C)cs3)oc2CC1
-3%	Cc1nnc(N2CCC3(CCC(=O)N(CCCN(C)C)C3)CC2)c2ccccc12
4%[176 µM]	COc1cccc(Nc2cnc3ccc(-c4cccc(CO)c4)nn23)c1
-57%	COCCNC(=O)N1CCCC(CNC(=O)C2(c3ccc(Cl)cc3)CC2)C1 (centres undefined)
12%	COc1cccc(C(=O)NCc2nc(-c3cccc(NC(=O)c4ccoc4C)c3)oc2C)c1OC
-6%[176 µM]	CCCCCC(=O)Nc1ccc([C@H]2OCC(=O)N[C@@H]2CO)cc1
-12%	CC1CCC2(CC1)NC(=O)N(CC(=O)Nc1cccc(Cl)c1)C2=O (centres undefined)
-3%	CCCNC(=O)CC1Sc2ncccc2N(CCC)C1=O (centres undefined)
22%[176 µM]	CN1C(=O)[C@@H]2C[C@@H](O)CN2C2(CN(Cc3cnc4ccccc4c3)C2)C1=O
20%	O=C(C1CC1)N1CC2CC(C1)[C@H]1CCCC(=O)N1C2 (some centres undefined)
0%[176 µM]	CC/C=C\CC1=C(C)CCC1=O

Overlap with the part before: 5 compounds, then new ones.
12-LOX inh	compound
-12%	CC1CCC2(CC1)NC(=O)N(CC(=O)Nc1cccc(Cl)c1)C2=O (centres undefined)
-3%	CCCNC(=O)CC1Sc2ncccc2N(CCC)C1=O (centres undefined)
22%[176 µM]	CN1C(=O)[C@@H]2C[C@@H](O)CN2C2(CN(Cc3cnc4ccccc4c3)C2)C1=O
20%	O=C(C1CC1)N1CC2CC(C1)[C@H]1CCCC(=O)N1C2 (some centres undefined)
0%[176 µM]	CC/C=C\CC1=C(C)CCC1=O
40µM*	CCCCNC(=O)c1cnc(Cc2c[nH]c3ccccc23)c(I)c1
21%[176 µM]	COc1ccc(S(=O)(=O)N[C@H]2[C@H](O)[C@H](O)C[C@@H]2c2ccc(C(F)(F)F)nc2)cc1
-4%	CCc1nc2c(=O)n(CC(=O)NCCC3=CCCCC3)nc(C)c2s1
-2%[176 µM]	Cc1nn(-c2ccc(C(C)C)cc2)c(C)c1[C@@H]1C=C[C@@H](NC(=O)NCc2ccccc2)C1
2%	Cc1ccc(CNC(=O)N2CCCCC2c2nc(C3CC3)n[nH]2)cc1 (centres undefined)
-17%[176 µM]	COc1ccc(NC(=O)NC[C@H]2O[C@@H]3C[C@@H](CC(=O)N4CCOCC4)O[C@@H]3[C@@H]2O)cc1
15%	COc1ccc(C(=O)N2CCC3(CC2)OCC(C(=O)NC2CC2)N3C(=O)c2ccccc2)cc1OC (centres undefined)
-11%	Cc1oc2ccn(Cc3ccc(F)cc3)c(=O)c2c1C(=O)NCc1cc(F)ccc1F
-2%	O=C(NCC1(O)CCCCC1)c1ccc2nc(Cc3ccccc3F)oc2c1
46%[activator]	CC(C)(C)C(=O)N1CCC(OC2CCN(Cc3ccccc3)CC2)CC1
?	Cn1cc(CC(=O)N2CCCc3ncc(C(=O)N4CCC(c5ccccc5)CC4)cc32)c2ccccc21
-29%	CC(C)NC(=O)c1ccc(-c2ccc(N3CCCCC3)nc2)cc1
?	C[C@@H](NC(=O)NC1CCCCC1)c1onc(-c2cccnc2)c1C(=O)O
?	O=C(NC1CCNCC1)C1CCCN(c2nc(-c3ccccc3)nc3c2CCC3)C1 (centres undefined)
15%[176 µM]	Cc1nnc(-c2cc(N3CCN(c4ccccn4)CC3)ccn2)n1C
?	Oc1cccc(-c2cnc3n[nH]c(-c4ccccc4)c3n2)c1
23%	O=C(CN1C(=O)NC2(CCS(=O)(=O)CC2)C1=O)Nc1cccc(F)c1
41%[activator]	CC(=O)Nc1ccc(C2(C(=O)O)CCCCC2)cc1
-10%	O=C(CCc1cc2n(n1)CCCNC2)N1CCCN(c2ccncc2)CC1
24%	CCn1cc(-c2cc(C(=O)N3CCCCCC3)c3cccc(C)c3n2)cn1
6%	Cc1cc(C(=O)N2CCCC(CN3CCOCC3)CC2)nn1C (centres undefined)
?	O=[S+]([O-])(c1ccccc1)N1CCn2c(nnc2-c2ccccc2)C1
8%[6.33 µM]	CC(C)NC(=O)N1Cc2ccccc2OC2(CCN(C(=O)N3CCN(C)CC3)CC2)C1
37%[activator]	O=C(CC1CCOC2(CCN(S(=O)(=O)Cc3ccccc3)CC2)C1)N1CCCC1 (centres undefined)
5%[176 µM]	CC(=O)Nc1cccc(-c2cnc3[nH]cc(CC(=O)N4CCOCC4)c3c2)c1
7%	Cc1[nH]c2ccccc2c1CN1CCc2nc(N3CCN(C)CC3)[nH]c(=O)c2CC1
12%	Cc1cnc(C(=O)NC2C[C@H]3CC[C@@H](C2)N3C(=O)CCCc2ccccc2)cn1 (some centres undefined)
-3%	CCc1ccc(NC(=O)Cn2cccc2-c2nc(-c3ccc(OC)c(F)c3)no2)cc1
21%	CNC(=O)N1CCC(C2CCN(C(=O)CCc3ccc(OC)cc3)C2)CC1 (centres undefined)
-2%	COC(=O)[C@]12C[C@H](CC(=O)N3CCC(c4ccccc4)CC3)C(=O)N(Cc3ccc4c(c3)OCO4)C1=C[C@H](COCc1ccccc1)O[C@@H]2C
40%[activator]	Cc1ccc(C)c(NC(=O)N2CCC(Oc3ncccc3C(=O)N(C)C)C2)c1 (centres undefined)
4%	C=CCNC(=O)O[C@@H]1CC[C@]2(C)C(CC[C@@H](O)[C@H]2CC(=O)N2CCC[C@H]2CO)[C@]1(C)CO (some centres undefined)
0%[6.33 µM]	CCOc1cccc(CN2CCCCC23Cc2ccccc2CNC3=O)c1 (centres undefined)
?	Cc1noc([C@@H]2CC(F)(F)CN2C(=O)c2ccc(C#N)cc2)n1
22%	O=C(NC1CCCc2c1[nH]c1c(Cl)cccc21)c1ccc2c(c1)OCO2 (centres undefined)
4%[176 µM]	O=c1c2nc(OCc3ccc4c(c3)OCO4)ccc2ncn1-c1ccccc1
12%	CC1(CNC(=O)c2ccc3c(c2)OCO3)CCOCC1
27%	N#Cc1cccc(NC(=O)Cn2ccn3nc4c(c3c2=O)CCCC4)c1
6%	COc1ccccc1C(=O)NC1CCN(C(=O)c2cc3c(=O)[nH]c(C)cn3n2)CC1
48%[activator]	Cn1cnc2cc(C(=O)N[C@@H]3COCC[C@@H]3OCc3cscn3)ccc21
-2%	O=C1Nc2ccc(-c3ccc(Cl)cc3)cc2C(=O)N2CC[C@H](NC(=O)N3CCOCC3)[C@@H]12
19%	CCCOc1ccc(CNC(=O)[C@@]23CCCC[C@H]2N(C)C(=O)CC3)cc1
61%[activator]	COc1ccc(CN2CC[C@@H]3[C@H]2C(=O)NC[C@H](CCC(=O)NCc2cccs2)N3C)cc1
89%[activator]	CN(C)C[C@@H]1CN(C)C[C@H]1NC(=O)c1cc(F)ccc1Cl
73%[activator]	CNCCN1C(=O)CC[C@H]2CN(C(=O)N3CCOCC3)CC[C@H]21
?	CCCOCC(=O)N1CCCC(c2cc(N3CCCC3)nc(C)n2)C1 (centres undefined)
-8%	COc1ccc2c(c1)CCC[C@]1(C)C[C@@H]1C(=O)c1ccccc1O2

Three entries from above, arranged by molecular weight, lowest first.
12-LOX inh	compound
19%	CCCOc1ccc(CNC(=O)[C@@]23CCCC[C@H]2N(C)C(=O)CC3)cc1
6%	COc1ccccc1C(=O)NC1CCN(C(=O)c2cc3c(=O)[nH]c(C)cn3n2)CC1
61%[activator]	COc1ccc(CN2CC[C@@H]3[C@H]2C(=O)NC[C@H](CCC(=O)NCc2cccs2)N3C)cc1
